Screening data from PubChem BioAssay.
AHR act = activates the human aryl hydrocarbon receptor. P35869. AHR-responsive luciferase reporter cells, luminescence. activation, % at 5 µM. 320,000 tested, 2.5% active. AID 2796; in the data active = activation above about 47%;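 also: 0% = vehicle wells and 100% = reference agonist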
LAP4-GFP MLPCN = yeast TOR pathway LAP4-GFP modulation | S. cerevisiae LAP4-GFP multiplex, flow cytometry GFP, 3 h; median GFP as percent of DMSO wells | GFP response vs DMSO, % at 10 µM | 320,000 tested, 0.34% active;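 active = GFP response vs DMSO above a set limit, about the screen mean plus 3 SD, cut at about 150% in these data; inconclusive = under 70 cell events counted for the yeast strain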
CIT2 TOR yeast = alters CIT2-GFP fluorescence in TOR pathway yeast screen. GFP response vs DMSO, % at 10 µM. 320,000 tested, 0.065% active. S. cerevisiae CIT2-GFP strain, flow cytometry, 3 h; 100 means same as DMSO wells;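 active = GFP response relative to DMSO above a set limit, near the screen mean plus 3 SD, cut at about 150% in these data; inconclusive = Fewer than 70 cells measured for a yeast strain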;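 also: ratio of well median GFP fluorescence to mean of DMSO wells on the plate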
proCasp3 act = activators of human procaspase-3. P42574. recombinant procaspase-3 D3A, Ac-DEVD-pNA absorbance 405 nm. activation, % at 8.5 µM. 330,000 tested, 0.11% active;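 active = activation above the mean of all tested compounds plus 3 SD, cut at about 21% in these data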;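 also: 0% = DMSO alone and 100% = DMSO wells spiked with extra 5 µM PC-3 D3A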
Target sequence (P42574 whole entry D9A/D28A/D175A): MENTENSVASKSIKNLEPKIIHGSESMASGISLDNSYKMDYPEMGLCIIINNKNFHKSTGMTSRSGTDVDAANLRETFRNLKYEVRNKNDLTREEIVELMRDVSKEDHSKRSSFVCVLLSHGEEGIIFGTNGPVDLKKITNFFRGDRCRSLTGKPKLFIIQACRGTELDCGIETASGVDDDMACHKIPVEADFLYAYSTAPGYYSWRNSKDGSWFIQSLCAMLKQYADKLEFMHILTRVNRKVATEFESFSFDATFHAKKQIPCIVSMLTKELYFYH
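Assay system – Procaspase-3 D3A mutant · Benchmarks – DMSO low control, extra-enzyme high control · Technique – 405 nm absorbance of p-nitroaniline, reads at 0 and 120 min · Doses – 8.5 µM nominal · Measure – % activation between DMSO and enzyme-spiked controls · Also added – Ac-DEVD-pNA chromogenic peptide substrate · Schedule – 1 h compound preincubation, 2 h substrate hydrolysis at 25 °C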
RPL19A-GFP yeast = alters RPL19A-GFP fluorescence in TOR pathway yeast screen. S. cerevisiae RPL19A-GFP strain, flow cytometry, 3 h; stronger effect = lower value. percent response vs DMSO, % at 10 µM. 330,000 tested, 0.3% active. AID 2025;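 active = percent response vs DMSO below 50%; inconclusive = fewer than 70 events counted for the yeast strain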;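 also: median channel GFP fluorescence of the barcoded RPL19A-GFP strain; ratio of sample median GFP to plate DMSO average so 100% = DMSO; lower means less RPL19A-GFP as with rapamycin TOR inhibition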
AGP1-GFP MLPCN = modulators of TOR pathway AGP1-GFP in S. cerevisiae. S. cerevisiae AGP1-GFP multiplex flow cytometry, 3 h; GFP as percent of DMSO wells. GFP response vs DMSO, % at 10 µM. 320,000 tested, 0.02% active. AID 2066;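 active = GFP response relative to DMSO above a set limit, near screen average plus 3 SD, cut at about 150% in these data; inconclusive = fewer than 70 cells counted for the yeast strain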;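 also: median GFP channel fluorescence of the gated AGP1 strain per well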
procasp7 counter = counter-screen for procaspase-3 activators: activators of human procaspase-7. P55210. recombinant procaspase-7, Ac-DEVD-pNA absorbance 405 nm; D23A/D198A/D206A triple mutant, cannot self-cleave; scale: DMSO 0, 5 µM enzyme 100. activation, % at 8.5 µM. 330,000 tested, 0.093% active;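 active = percent activation above the screen-wide mean plus 3 SD, cut at about 25% in these data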
Target sequence (P55210 whole entry D23A/D198A/D206A): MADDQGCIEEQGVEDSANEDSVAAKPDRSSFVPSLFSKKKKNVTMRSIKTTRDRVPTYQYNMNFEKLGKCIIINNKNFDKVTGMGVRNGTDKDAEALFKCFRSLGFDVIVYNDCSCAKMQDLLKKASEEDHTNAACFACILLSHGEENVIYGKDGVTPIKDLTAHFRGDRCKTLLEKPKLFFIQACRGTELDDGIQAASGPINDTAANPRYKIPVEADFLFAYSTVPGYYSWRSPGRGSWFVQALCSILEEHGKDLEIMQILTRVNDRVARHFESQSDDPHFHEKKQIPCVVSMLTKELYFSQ
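Assay system – Uncleavable procaspase-7 mutant enzyme · Quantity – 2 µM procaspase-7 mutant as dispensed · Times – 1 h preincubation, 2 h reaction · Dosing – single nominal 8.5 µM compound dose, 0.8% DMSO final · Buffer or medium – Zinc-free 50 mM HEPES buffer, pH 7.4, with NaCl and Triton X-100 · Detection – Epi-absorbance of released pNA at 405 nm, two timepoints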
MEP2 TOR yeast = alters MEP2-GFP fluorescence in TOR pathway yeast screen; S. cerevisiae MEP2-GFP strain, flow cytometry GFP, 3 h; 100% = DMSO control level; 330,000 tested, 0.51% active; AID 2016; GFP response vs DMSO, % at 10 µM;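 active = GFP response versus DMSO above a set limit, roughly screen mean plus 3 SD, cut at about 180% in these data; inconclusive = fewer than 70 cells counted for a yeast strain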;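 also: median GFP fluorescence of the barcode-gated MEP2-GFP cells per well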
* = called active by the depositor; ? = inconclusive; · = not tested or not shown; [ ] = remark or other dose.

Order of values: CIT2 TOR yeast	MEP2 TOR yeast	LAP4-GFP MLPCN	AHR act	AGP1-GFP MLPCN	procasp7 counter	RPL19A-GFP yeast	proCasp3 act
Cc1cc(NCCOCCO)n2c(nc3ccccc32)c1C#N
→ 106	109	85	4	86	-1	107	1
COc1ccc(NC(=O)C2CCCN(S(=O)(=O)c3cccs3)C2)cc1OC (stereo unspecified)
→ 101	111	106	1	102	15	102	-6
Cc1cc([N+](=O)[O-])ccc1NCc1ccc2c(c1)OCCO2
→ 101	105	93	2	106	3	107	5
CCCCCCn1c(SCCC)nc2c1c(=O)[nH]c(=O)n2C
→ 84	93	92	1	·	-1	92	5
C=CCOc1ccc(/C(CC)=N/O)cc1OC
→ 89	100	102	6	102	-13	96	2
Cc1ccc(C(=O)Nc2c(C#N)c(C)c(C)n2Cc2ccccc2)cc1
→ ?	364*[may fluoresce violet]	84[may fluoresce violet]	18	?	-3	43*[may fluoresce violet]	4
O=c1oc(Cl)c(Cl)c2ccccc12
→ 78	102	191*	-3	82	-6	99	-1
Cc1ccc(CC2SC(N)=NC2=O)cc1 (stereo unspecified)
→ 102	100	90	4	97	1	97	7
Cc1nn(C(=O)CN2C(=O)c3ccccc3C2=O)c(C)c1Br
→ 95	103	94	3	100	-2	102	2
Cc1ccccc1NS(=O)(=O)c1nnc(NC(=O)c2ccccc2C)s1
→ 108	107	111	12	113	5	105	6
O=S(=O)(c1cccc(S(=O)(=O)N2CCOCC2)c1)N1CCCCCC1
→ 96	96	92	-2	97	-7	102	-2
COc1ccc(C(=O)OCCNC(=O)c2c(Cl)nc3ccccn23)cc1
→ 99	98	100	-1	93	4	95	-2
CN(C)CCNC(=O)c1sc2nc(-c3ccccc3)cc(C(F)(F)F)c2c1N
→ 119	110	90	91*	113	-1	106	-7
CCN(CC(=O)Nc1c(F)cccc1F)C(=O)CCc1nc2cc(S(=O)(=O)N3CCOCC3)ccc2n1C
→ 93	97	108	1	106	10	101	3
CC(Oc1ccc(C(=O)c2ccccc2)cc1)C(=O)Nc1ccc(S(N)(=O)=O)cc1 (stereo unspecified)
→ 112	106	105	0	111	2	108	-1
CCCC1=C(C(=O)OCC)C(c2ccc(OC)c(CSc3ccccn3)c2)C(C#N)=C(N)O1 (stereo unspecified)
→ 98	91	93	3	100	8	101	-2
COc1ccc(CNC(=O)CN(Cc2ccccc2OC)C(=O)c2csnn2)cc1
→ 99	102	98	0	105	-8	100	-4
Cc1c(C(=O)N2CCCCCC2)c(S(=O)(=O)NCc2ccccc2Cl)c(C)n1C
→ 98	91	90	-1	98	-5	100	-3
CC1CC(C)CN(CCCSc2ccccc2)C1 (stereo unspecified)
→ 104	104	93	1	103	-9	110	-1
CCOC(=O)c1cnc2nc(COc3ccccc3)[nH]n2c1=O
→ 93	110	101	0	104	-6	99	-3
CC(C)Oc1c(Cl)cc(CNC(C)(C)CO)cc1Cl
→ 105	107	103	2	108	-6	101	5
O=C(c1ccc(Cl)cc1)N(Cc1ccco1)C1CCS(=O)(=O)C1 (stereo unspecified)
→ 87	95	103	0	94	2	93	4
COc1ccc(S(=O)(=O)Cc2ccc(C(=O)N3CCc4ccccc4C3)o2)cc1
→ 104	102	102	2	110	-1	102	1
C#Cc1ccc([C@H]2C=C(C(=O)N3CCOCC3)O[C@@H](OCC)[C@@H]2CCCO)cc1
→ 93	109	92	8	98	-4	98	6
Cc1cccc(OCC(=O)O/N=C(\N)Cc2cccs2)c1
→ 97	92	102	3	90	-9	95	-2
O=C(COC(=O)c1c(Cl)cccc1Cl)NC1CCCCCCC1
→ 102	106	108	2	106	1	102	5
C[C@@H](NC(=O)c1ncn(Cc2ccccc2)c1C(=O)N[C@H](C)c1ccccc1)c1ccccc1
→ 93	96	105	0	98	-1	102	3
Fc1ccc(COc2ccc(C(=S)N3CCCC3)cc2)cc1
→ 97	110	113	10	98	-5	99	3
CCSc1nnc(NC(=O)c2c(-c3ccccc3Cl)noc2C)s1
→ 102	105	101	4	110	-11	96	-4
C=CCN(CC=C)C(=O)Nc1cc(OC)ccc1OC
→ 98	115	96	·	95	·	103	·
Cc1onc(-c2ccccc2Cl)c1C(=O)Nc1cccc(-c2cn3cccnc3n2)c1
→ 110	110	115	21	115	-5	106	3
Cc1ccccc1C(=O)N1CCC(C(=O)N(CC(C)C)c2c(N)n(Cc3ccccc3)c(=O)[nH]c2=O)CC1
→ 89	99	111	-1	112	3	97	5
COc1ccc(C(=O)Nc2cc3c(cc2N2CCOCC2)n(C)c(=O)n3C)cc1OC
→ 107	107	98	0	102	10	101	5
O=C(NCCC1=CCCCC1)C1CCC(CNc2c(N3CCCC3)c(=O)c2=O)CC1 (stereo unspecified)
→ 95	109	118	0	104	11	100	5
O=c1c2c3c(sc2n(CCN2CCCC2)c(=O)n1Cc1ccco1)CCCCC3
→ 102	104	113	-1	103	2	103	-3
COc1cc2c(cc1OC)C(=O)NCC(C)(C)O2
→ 107	108	96	0	101	4	108	12
COc1ccc(Cl)cc1C(=O)NNC(=O)c1nc2nc(C)cc(C)n2n1
→ 109	118	104	16	97	-3	103	5
S=C(c1cn(Cc2ccc(Br)cc2)c2ccccc12)N1CCOCC1
→ 96	97	95	-2	96	3	103	-2
O=C(CCCN1C(=O)/C(=C/c2ccccc2)SC1=S)Nc1ccc(C(=O)O)c(O)c1
→ 104	103	101	-3	103	0	102	4
O=C(Nc1scc(-c2ccccc2)c1C(=O)O)c1ccccc1F
→ 96	106	97	14	101	6	112	2

Quoted from the listing:
`COc1ccc(S(=O)(=O)Cc2ccc(C(=O)N3CCc4ccccc4C3)o2)cc1` | MEP2 TOR yeast: 102
`Fc1ccc(COc2ccc(C(=S)N3CCCC3)cc2)cc1` | procasp7 counter: -5

(further entries)
Order of values: CIT2 TOR yeast	MEP2 TOR yeast	LAP4-GFP MLPCN	AHR act	AGP1-GFP MLPCN	procasp7 counter	RPL19A-GFP yeast	proCasp3 act
CCNc1nc(SC(C(C)=O)C(C)=O)nc(N(C)C)n1
→ 103	100	102	3	102	-14	100	-2
COc1cc(/C(C)=N/NC(=O)c2nnn(-c3nonc3N)c2-c2cccs2)ccc1O
→ 108	110	99	5	104	-10	106	6
CCOC(=O)N1CCN(S(=O)(=O)c2ccc(C(=O)N(CCCN(C)C)c3nc4c(F)cc(F)cc4s3)cc2)CC1
→ 94	91	116	0	105	2	95	7
CC(C)c1ccc(N(C(=O)c2csnn2)C(C(=O)NC(C)(C)C)c2cccnc2)cc1 (stereo unspecified)
→ 92	111	108	5	112	1	108	-3
CCOC(=O)CCNC(=O)N1CCCC(CCC(=O)N(C)CCc2ccccn2)C1 (stereo unspecified)
→ 100	102	89	6	102	3	105	5
O=C(CN1CCOCC1)Nc1ccc(N2CCN(c3ccccc3)CC2)c(F)c1
→ 97	100	97	-3	103	-14	98	-6
CC(=O)N1CCN(CC(=O)Nc2ccccc2C(=O)Nc2ccccc2)CC1
→ 87	96	101	-1	105	-4	99	4
CCCn1c(N)c(N2CCCCC2)c(=O)n(CC(=O)Nc2ccccc2C)c1=O
→ 106	108	103	-1	102	1	101	-4
CCCCCn1c(=O)c(C(=O)OCC)c(Cl)c2ccccc21
→ 97	99	112	2	106	-5	107	-1
CN(C)N1C(N)=C(C#N)C(c2ccccc2Cl)C2=C1CCCC2=O (stereo unspecified)
→ 102	112	93	0	94	2	104	-1
O=C(c1ccc(S(=O)(=O)Nc2ccccc2Cl)cc1)N1CCCC1
→ 99	97	96	-1	97	12	96	1
Cc1cc(C)cc(N(C(=O)C(F)(F)F)C(C(=O)NC2CCCCC2)c2cccs2)c1 (stereo unspecified)
→ 92	97	92	-1	98	0	96	12
CCN(CC)CCCNC(=O)c1c(O)c2cc(F)cc3c2n(c1=O)C(C)CC3 (stereo unspecified)
→ 102	110	87	3	88	4	89	-1
COc1ccc(N2CCC(CNC(=S)Nc3c(C)cc(C)cc3C)C2)cc1 (stereo unspecified)
→ 105	103	125	1	113	-10	96	-23
O=C1C2CC=C(Cl)CC2C(=O)N1CC1OCCc2ccccc21 (stereo unspecified)
→ 109	100	104	-4	107	2	102	-2
COC(=O)c1c(NC(=O)CSc2ncnc3[nH]ncc23)sc2c1CCC2
→ 84	89	89	4	92	9	98	7
O=C(NC1CCCCC1)C(=S)NC1CCCCC1
→ 97	136	123	3	111	5	91	2
Cc1cccc(Nc2nnc(SCc3cc(=O)n4cc(C)ccc4n3)s2)c1
→ 98	98	89	5	89	3	97	-2
CN1CCN(C(=O)CN(C)S(=O)(=O)c2ccc(F)cc2)CC1
→ 107	104	92	0	98	-5	102	7
Cc1ccc(CC(=O)N2CCN(c3ccccn3)CC2)cc1
→ 100	106	·	2	99	-11	101	3
O=C(CCN1CCCCCC1)Nc1ccccc1F
→ 90	96	92	-1	93	-4	92	7
CCOC(=O)c1nc(C)n(-c2ccc(Cl)cc2Cl)n1
→ 97	99	107	3	100	-4	98	8
COc1ccc(-c2cc3cc(OC)c(OC)cc3c(C)n2)cc1C
→ 108	102	107	96*	92	9	99	3
CCOc1ccc(NC(=O)CN(C)C(=O)C2=COCCO2)cc1OCC
→ 91	95	93	-2	90	-5	92	2
CC1C(=O)NC(=O)C1c1ccccc1 (stereo unspecified)
→ 113	100	111	-2	124	5	100	-10
CSc1ncccc1-c1nc2ccccc2[nH]1
→ 84	95	97	15	95	7	94	8
Cc1c(C(=O)NCCCN2CCOCC2)oc2c1C1(CCC2)SCCS1
→ 104	105	92	109*	103	9	111	-9
Cc1cccc(C(=O)Nc2cccc(C(=O)N/N=C/c3ccc4c(c3)OCO4)c2)c1
→ 99	110	104	15	105	7	101	5
CCC1CCC/C1=N\NC(=O)c1cc(C)[nH]n1 (stereo unspecified)
→ 97	102	102	26	98	-2	98	4
C=CCSc1nc(-c2ccc3c(c2)OCO3)cc(C(F)(F)F)c1C#N
→ 88	95	90	16	95	18	101	2
CCC(=O)Nc1sc2c(c1C#N)CC(C)(CC)OC2 (stereo unspecified)
→ 103	107	93	7	109	-8	102	-2
O=S(=O)(c1ccc(F)cc1)N1CCc2ccccc2C1
→ 102	103	94	2	107	2	108	4
O=C(COC(=O)c1ccc(O)cc1O)Nc1ccc2c(c1)OCCO2
→ 104	105	116	1	110	-13	109	6
CCC(C)n1ncn(-c2ccc(N3CCN(c4ccc(OC)cc4)CC3)cc2)c1=O (stereo unspecified)
→ 105	104	96	2	101	-1	100	9
CC(=O)Nc1cccc(-c2cn3ccc(C)cc3n2)c1
→ 99	102	98	8	99	4	101	0
COc1ccc(Nc2cc(C(=O)NC3CCCC3)c3ccccc3n2)c(OC)c1
→ 101	90	93	5	103	5	89	1
O=C(Nc1ccc2c(c1)OCO2)C1CCCN1C(=O)OCc1ccccc1 (stereo unspecified)
→ 100	99	104	11	99	10	101	10
O=C(NC(=S)NCc1ccco1)c1ccccc1
→ 97	97	93	0	94	-4	101	-6
Cn1cc(CN2CCC(C(=O)Nc3cccc(-c4cccc(F)c4)c3)CC2)cn1
→ 106	102	78	8	92	-3	103	2
